Source: PubChem BioAssay
Tb PYK inh = inhibitors of Trypanosoma brucei pyruvate kinase. TbPYK enzyme, Kinase-Glo Plus ATP luminescence, 45 min. Q57TT1. 0.12% of 410,000 active. Potency, µM (top dose mostly 76.8 µM), for inactives: at the top dose activity, negative = inhibition, hits mostly inhibitors; active means well fitted inhibition curve with a large enough effect; inconclusive means small, poorly fitted or top-dose-only effect; further: nearly all actives have a fitted effect of over 50% in size
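Activity of T. brucei pyruvate kinase was followed by Kinase-Glo Plus luminescence after the enzyme reacted 45 min at room temperature with 130 uM ADP (final) and substrate. Test compounds were added before ADP at multiple concentrations.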
Active calls of the source: *; ? = inconclusive; [ ] = another dose, or the depositor's remark. On the % scale 0 is the no-effect control and ±100 the full control effect; potency means the concentration at half of the fitted maximal effect.

smiles,Tb PYK inh
Cc1ccccc1C(=O)NC1(C(F)(F)F)N=C(c2ccccc2)N(C2CCCCC2)C1=O (stereo not given),-2%
COCCCNC(=O)c1ccc(-n2c(-c3ccccc3)cc3c2CCC(C)C3)cc1 (stereo not given),-8%
O=C1CC(c2ccc(F)cc2)c2c(c3ccccc3[nH]c2=O)O1 (stereo not given),8%
CCc1cccc(NC(=O)CN2C(=O)COc3ccc(S(=O)(=O)Nc4ccccc4)cc32)c1,4%
Cc1ccc(C(=O)c2cn(Cc3cccc(Cl)c3)c3nc(C)ccc3c2=O)cc1,3%
COc1ccccc1Nc1nc2c(S(=O)(=O)c3ccc(C(C)C)cc3)nnn2c2ccsc12,6%
COc1ccc(OC)c(NC(=O)c2cccn2-c2nnc(N3CCCCC3)s2)c1,-2%[15.4 µM]
Cc1ccc(S(=O)(=O)Nc2cc3c(cc2C)n(C)c(=O)c(=O)n3C)cc1,5%

smiles,Tb PYK inh
O=S(=O)(c1ccc(-c2cnc(C3CC3)o2)cc1)N1CCN(c2cccc(Cl)c2)CC1,1%
COc1ccccc1NC(=O)CSc1oc(-c2ccco2)nc1S(=O)(=O)c1ccc(C)cc1,-1%
COc1cccc(CNC(=O)c2ccc(NC(=O)N3CCCCc4ccccc43)cc2)c1,-3%
CCC(C(=O)N(C)Cc1ccccc1)n1nc(C)c2sc3ccccc3c2c1=O (stereo not given),-4%
CCc1cccc(C)c1NC(=O)c1cc(S(=O)(=O)N2CCC3(CC2)OCCO3)ccc1F,-28%
Cc1ccc(C(=O)Nc2ccc(C(=O)OCc3cc(=O)n4c5c(sc4n3)CCCC5)cc2)cc1,8%
COc1ccc(N(Cc2cccs2)C(=O)Nc2ccccc2)cc1,-4%
Cc1ccc2nc(-c3cc(NC(=O)COc4ccc(C)c(C)c4)ccc3Cl)oc2c1,1%

smiles,Tb PYK inh
COc1ccc(-c2nnc(SCC(=O)NCc3ccccc3)nc2-c2ccc(OC)c(OC)c2)cc1OC,2%
Cc1ccc(OCC(=O)Nc2cc(-c3cccc(C)c3)nn2-c2ccccc2)cc1,0%
COc1ccc(C(=O)Nc2ccc3nc(N4CCC(C)CC4)cc(C)c3c2)cc1,4%
O=C(CCS(=O)(=O)c1cc2c3c(c1)CCN3C(=O)CC2)NCc1ccc(F)cc1,-3%
CCOC(=O)c1cc(-c2ccccc2)n(-c2cccc(C(=O)Nc3cc(OC)cc(OC)c3)c2)c1C,3%[15.4 µM]
c1ccc(-n2ncc3c(NC4CCCC4)ncnc32)cc1,1%
COC(=O)c1ccccc1NC(=O)c1ccc2c(Cl)c3c(nc2c1)CCCC3,-2%
COC(=O)c1c(NC(=O)c2ccc(OC)cc2OC)sc2c1CCCCC2,-3%

smiles,Tb PYK inh
COc1cccc(CNC(=O)c2nn(-c3ccccc3Cl)nc2CO)c1,1%
COc1ccc(C)cc1NC(=O)Nc1cccc(-c2noc(C)n2)c1,1%
CC(=O)c1c(C)oc2ccc(N(C(=O)Oc3ccccc3)S(=O)(=O)c3ccccc3)cc12,-9%
CCN(CC)S(=O)(=O)c1ccc2c(c1)nc(CN(C)C(=O)Nc1cccc(Cl)c1)n2C,-6%
COc1cc(OC)cc(-n2c(=O)c3sccc3n(Cc3cc(=O)n4c(C)cccc4n3)c2=O)c1,3%
COc1ccccc1NC(=O)C1=C(C)Nc2ncnn2C1c1ccc[nH]1 (stereo not given),-13%
Cc1ccccc1-c1nc(NC(=O)CSc2ncnc3sc4c(c23)CCCC4)ns1,0%
O=C(NCC(c1ccco1)S(=O)(=O)c1cccs1)c1ccc(F)cc1 (stereo not given),-2%[15.4 µM]

smiles,Tb PYK inh
CCOc1ccc(NC(=O)C2CC(=O)NC(=Nc3ccc(Cl)c(Cl)c3)S2)cc1 (stereo not given),4%
COc1ccc(-c2cc(C(=O)OCC(=O)c3cccc(OC)c3)c3cccc(Cl)c3n2)cc1,1%
Cc1ccnc(NC(c2cc(C)ccc2O)c2ccc3cccnc3c2O)c1 (stereo not given),50%[activator]
O=C(NCCCN1CCN(c2ccc(F)cc2)CC1)Nc1ccc(Cl)cc1,-4%
CCOc1cc(Br)cc(C2NC(=O)c3c(sc4c3CCN(C)C4)N2)c1O (stereo not given),-9%
COc1ccc(Br)cc1CNC(=O)c1ccc2c(c1)nc1n2CCCCC1,-8%
Cn1c(=O)oc2cc(S(=O)(=O)NC(Cc3ccccc3)C(=O)NCc3ccccc3Cl)ccc21 (stereo not given),-13%
COC(=O)c1ccc2oc(=O)c(S(=O)(=O)c3ccc(C)cc3)cc2c1,3%

smiles,Tb PYK inh
CCOC(=O)c1cnn(-c2ccc(C(=O)Nc3ccc(OC(F)(F)F)cc3)cc2)c1N,2%
CCCN(CCC)CCNC(=O)c1cc2c(=O)oc3ccc(C)cc3c2s1,0%
Cc1ccc(CNC(=O)c2ccc(CN3CC(=O)N4CCCCC4C3=O)cc2)cc1 (stereo not given),0%
CC(=O)Nc1cccc(NC(=O)Cn2cnc3c(oc4ccccc43)c2=O)c1,0%
CO/N=C(/C(=O)N[C@@H]1C(=O)N2C(C(=O)OC(C)OC(C)=O)=C(COC(N)=O)CS[C@H]12)c1ccco1 (stereo not given in full),0%
Cc1cccc(CNC(=O)C2CCN(c3nn4cc(-c5ccc(F)cc5)nc4s3)CC2)c1,-2%[15.4 µM]
CCCCNc1ccc(-c2nc(-c3ccncc3)no2)cc1[N+](=O)[O-],-4%
CCOc1ccc(Nc2cc(C)nc3nc(Cc4ccc(Cl)cc4)nn23)cc1,-6%

smiles,Tb PYK inh
CC1N=C2c3ccccc3N=C(SCC(=O)NCCc3ccc(Cl)cc3)N2C1=O (stereo not given),0%
Cc1ccc(NC(=O)c2oc3ccc(S(=O)(=O)N(C)C4CCCCC4)cc3c2C)cc1Cl,4%
O=C(CSc1nc2ccccc2nc1Cc1ccc(Cl)cc1)N1CCCc2ccccc21,-14%
COc1cc(NC(=O)CCn2c(-c3ccccc3)cc(C(C)=O)c2C)cc(OC)c1,0%[15.4 µM]
Cc1cc(=O)n2nc(N3CCC(C(=O)Nc4ccc(Br)cc4F)CC3)sc2n1,-4%
Cc1ccc(CNS(=O)(=O)c2ccc3c(c2)CC(C)N3C(=O)C2CCC2)cc1 (stereo not given),-17%
CC(C)Oc1cccc(C(=O)Nc2ccc3oc(-c4cccc(Cl)c4)nc3c2)c1,18%
Cc1oc(-c2ccc(C(=O)NCc3ccccc3F)cc2)nc1COc1ccccc1,-1%

smiles,Tb PYK inh
CCOc1ccc(S(=O)(=O)Nc2ccc3c(c2)N(C(C)=O)CCC3)cc1,5%
COc1cc(C(=O)Nc2ccc(NC(=O)c3ccc(Br)cc3)cc2)cc(OC)c1OC,1%
Cc1nc2ccn(Cc3ccco3)c(=O)c2cc1C(=O)NCc1ccc(Cl)cc1,0%
Cn1ncc2nc(SCC(=O)Nc3ccc(Br)cc3F)n(Cc3ccccc3)c(=O)c21,2%
Cc1c(Cl)cccc1NC(=O)CN1C(=O)COc2ccc(S(=O)(=O)Nc3ccccc3)cc21,-7%
Cc1ccc(-c2c3c(=O)n(C)c(=O)n(C)c3c3n2-c2ccccc2NC3c2ccc(C)cc2O)cc1 (stereo not given),0%
O=C(NCc1ccc(F)cc1)c1cc2c(s1)-c1ccccc1SC2,2%
COc1ccc(CNC(=O)Cn2c(SCC(=O)Nc3ccc(C)c(C)c3)nc3ccccc32)cc1,-1%

smiles,Tb PYK inh
CCN(CC)CCSc1nnc2c3cc(F)ccc3n(CC)c2n1,-14%
Cc1cccc(OCC(=O)NCC2(N3CCN(C)CC3)CCCCC2)c1C,4%
Cc1ccc(CNC(=O)Cc2csc3ccccc23)cc1,1%
CCOc1ccc(Nc2nc(C)c(NC(=O)c3ccc(C)cc3)c(Nc3ccc(OCC)cc3)n2)cc1,4%
CC(=O)Nc1ccc(NC(=O)c2cc(-c3cccs3)on2)cc1,1%
CCOC(=O)c1c(C)oc2nc(C)nc(NCc3cccc(OC)c3)c12,-4%
CCOc1ccc(Nc2cc(C)nc3nncn23)cc1,1%
CC12CC[C@@H]3c4ccc(OS(=O)(=O)O)cc4CC[C@H]3C1CCC2=O (stereo not given in full),-4%

smiles,Tb PYK inh
COc1ccc(CNC(=O)c2ccc(-c3nc(CS(=O)c4ccc(C)cc4)c(C)o3)cc2)cc1 (stereo not given),-18%
COCC(C)Nc1ncnc2c1cnn2-c1cccc(Cl)c1 (stereo not given),4%
Cc1ccc(CCNC(=O)CCN2N=C(c3ccc(C)cc3)CCC2=O)cc1,0%
CCN(CC)c1nn2c(=O)c(C(=O)NCc3ccccc3Br)cnc2s1,3%
COc1ccccc1NC(=O)c1sc2cccc(Cl)c2c1Cl,2%
CCCC12CN3CC(C)(CN(C1)C3c1ccc(OCc3ccccc3)cc1)C2=O (stereo not given),2%
COc1ccccc1OCc1nc(C#N)c(NCc2ccc(C)cc2)o1,-9%
COc1ccc(C2=Nn3c(nnc3-c3ccccc3F)SC2)cc1OC1CCCC1,-8%

Three of the compounds above, with each value named:
Cc1ccc(CCNC(=O)CCN2N=C(c3ccc(C)cc3)CCC2=O)cc1
- Tb PYK inh: 0%

COc1ccccc1OCc1nc(C#N)c(NCc2ccc(C)cc2)o1
- Tb PYK inh: -9%

CCCC12CN3CC(C)(CN(C1)C3c1ccc(OCc3ccccc3)cc1)C2=O (stereo not given)
- Tb PYK inh: 2%

Later entries:
smiles,Tb PYK inh
Cc1cccc(CNC(=O)c2ccc(NC(=O)N3CCSc4ccccc43)cc2)c1,-4%
Cc1cccc(-n2c(=O)c3c(c4cc(C)ccc4n3C)n(CC(=O)NCC3CCCO3)c2=O)c1 (stereo not given),-4%
CC(=O)c1cccc(-c2csc3ncnc(Sc4nnnn4C)c23)c1,-4%
O=C(CN1C(=O)COc2ccc(S(=O)(=O)N3CCCCCC3)cc21)N1CCN(c2ccccc2F)CC1,4%
COc1ccccc1CNC(=O)C(C)n1ccc2cc(S(=O)(=O)N3CCCC3)ccc21 (stereo not given),-4%
Cc1ccc(C)c(N2CCN(S(=O)(=O)c3cc(-c4cc(C)no4)ccc3C)CC2)c1,1%[15.4 µM]
CCOC(=O)c1ccc(N2CCN(c3ccc(F)cc3)CC2)c(NC(=O)Nc2ccc(CC)cc2)c1,3%
CCOc1ccccc1N1CC(c2nc3ccccc3n2CCOc2ccccc2OC)CC1=O (stereo not given),-13%

Another view of 3 compounds above:
structure: O=C(CN1C(=O)COc2ccc(S(=O)(=O)N3CCCCCC3)cc21)N1CCN(c2ccccc2F)CC1
  Tb PYK inh: 4%

structure: COc1ccccc1CNC(=O)C(C)n1ccc2cc(S(=O)(=O)N3CCCC3)ccc21 (stereo not given)
  Tb PYK inh: -4%

structure: Cc1ccc(C)c(N2CCN(S(=O)(=O)c3cc(-c4cc(C)no4)ccc3C)CC2)c1
  Tb PYK inh: 1%[15.4 µM]

More entries.
smiles,Tb PYK inh
Cc1ccc(C(C)(C)C)c(OCC(=O)NCCc2nc3ccccc3[nH]2)c1,-4%
Cc1ccc2occ(-c3cc(-c4ccccc4)nc4c3COc3ccccc3-4)c(=O)c2c1,0%
CCOc1ccc(CNC(=O)c2cnc3sc(N(CC)CC)nn3c2=O)cc1,-1%
CCCS(=O)(=O)c1c(S(=O)(=O)CCC)c2cc(C(C)(C)C)ccn2c1C(=O)c1ccc(OC)c(OC)c1,1%
CCCN(CCC)CCCNC(=O)C1CCCN(Cc2nc(-c3ccc(Cl)cc3)oc2C)C1 (stereo not given),3%
O=C(c1cccc(F)c1)N1CCC[C@@]2(CCN(c3ncccn3)C2)C1,0%
CCOc1ccc(C2c3c(-c4ccccc4O)n[nH]c3C(=O)N2Cc2ccncc2)cc1 (stereo not given),4%
CC(=O)c1c(C)oc2c1cc(NS(=O)(=O)c1c(C)cc(C)cc1C)c1ccccc12,-1%

smiles,Tb PYK inh
O=C(Nc1ccc(O)c(-c2nc3ccccc3o2)c1)c1ccc(-c2cccc(Cl)c2)o1,0%
CCOc1ccc(CNC(=O)c2cnc(SC)nc2C)cc1,-2%
Cc1nc2cc(-c3cccc(F)c3)nn2c(C)c1CCC(=O)NC(C)c1ccccc1 (stereo not given),-3%
COc1ccc(S(=O)(=O)N(CC(=O)N2CCC(C)CC2)c2ccc(C)cc2)cc1,-18%
O=C(Nc1sc2c(c1C(=O)Nc1ccccc1Cl)CCCC2)c1ccccc1F,-8%
O=C(c1ccc(F)cc1)c1cn(Cc2ccccc2)c2cc3c(cc2c1=O)OCO3,3%
COc1ccc(NC(=O)c2c(NCc3cccs3)sc3c2CCCC3)cc1,?
Cc1ccc(-c2nn(CC(=O)NC3CCCCC3)c3c2cnc2ccc(F)cc23)cc1C,2%

smiles,Tb PYK inh
CCc1ccccc1NC(=O)N1CCc2cc(OC)c(OC)cc2C1CC(=O)OC (stereo not given),3%
O=C(CCS(=O)(=O)c1nc(-c2ccc3c(c2)OCO3)cc(C(F)(F)F)n1)Nc1ccc(F)cc1F,4%
Cc1ccc2onc(CC(=O)N3CCN(c4ccccc4)CC3)c2c1,0%
CC(C)Oc1ccc(Cl)cc1Nc1nc(NCCO)nc(N2CCCC2)n1,-2%
Nc1nnc2c(n1)[nH]c1ccccc12,-1%
CCN(CCCNC(=O)c1cc2c(=O)n(CC)c3ccccc3c2s1)c1cccc(C)c1,6%

Not all compounds are listed; count on the stated rates, not on these rows.
